# Source: PubChem (NCI)
# NCI-60 one-dose screen, 48 h, at 10 µM unless noted. Numbers give growth in % (100 = growth as untreated, 0 = no growth, -100 = all killed).
# OVCAR-3 – OVCAR-3 ovarian cancer; 79,000 tested, 7% active; AID 1794787
# OVCAR-5 – OVCAR-5 ovarian cancer. 82,000 tested, 2.9% active. AID 1794783
# OVCAR-4 – OVCAR-4 ovarian cancer cells; 80,000 tested, 3.7% active; AID 1794784
# OVCAR-8 – OVCAR-8 ovarian cancer; 81,000 tested, 4.4% active
# DU-145 – DU-145 prostate cancer; AID 1794760; 81,000 tested, 4.2% active
# PC-3 – PC-3 prostate cancer cells; 80,000 tested, 3.9% active
# SK-OV-3 – SK-OV-3 ovarian cancer cells. 80,000 tested, 3.2% active
# IGROV1 – IGROV1 ovarian cancer. AID 1794786. 79,000 tested, 4.7% active
# Numbers without * were called inactive; / = not tested or not shown. The calls were made as follows: active = growth percent below 10; inactive = the rest. No enrichment for hits; overall some 10% were active at least once.
no. | compound | OVCAR-3 | OVCAR-5 | OVCAR-4 | OVCAR-8 | DU-145 | PC-3 | SK-OV-3 | IGROV1
1 | O=C(O)c1ccccc1C(c1ccccc1)c1ccccc1O (stereo unspecified) | 100 | 87 | 104 | 93 | 107 | 96 | 97 | 97
2 | O=C1NC(=O)[C@@H]2CC=CC[C@H]12 | 103 | 105 | 110 | 97 | 95 | 106 | 116 | 105
3 | CC(C)(C)OC(=O)NNc1ccc2cccc(O)c2n1 | 94 | 112 | 82 | 83 | 100 | 71 | 107 | 95
4 | C/C(=C\CSCC(=O)NC(Cc1ccc(O)c(O)c1)C(=O)O)CCCC(C)CCCC(C)CCCC(C)C (stereo unspecified) | 84 | 99 | 97 | 95 | 98 | 29 | 112 | 57
5 | Clc1ccc(Nc2ccnc(NCCCNc3ccnc4cc(Cl)ccc34)n2)cc1 | -19* | 18 | 6.8* | -49* | 9.7* | -27* | -32* | -6.0*
6 | COCCCNC1=C(C#N)C(=O)NC2(CCCC2)S1 | 109 | 96 | 107 | 95 | 109 | 93 | 122 | 112
7 | COc1cccc(-c2cc3c(O)cc(C#N)cc3[nH]2)c1 | 114 | 95 | 84 | 106 | 101 | 82 | 108 | 103
8 | C[C@@H]1C(=O)CC[C@]2(C)[C@H]3CC[C@@H]4[C@H]5[C@H]6OC[C@@]5(CCC6(C)C)CC[C@@]4(C)[C@]3(C)CC[C@@H]12 | 102 | 99 | 99 | 103 | 105 | 80 | 99 | 99
9 | O=C(O)CC(=O)Nc1ccccc1 | / | 99 | 120 | 105 | / | 89 | 100 | 117
10 | COc1ccc(-c2cc(C(=O)N3N=C(c4ccc(Cl)cc4)CC3c3cc(-c4ccccc4)nn3-c3ccccc3)c3ccccc3n2)cc1 (stereo unspecified) | 101 | 96 | 109 | 97 | 100 | 90 | 106 | 89
11 | COc1cc(Cc2cc(-c3ccccc3)nn(Cc3ccccc3)c2=O)cc(OC)c1OC | 47 | 70 | 35 | 32 | 78 | 23 | 82 | 53
12 | CC(=O)c1ccc(NCc2nnc3n(Cc4ccccc4)c(=O)c4c5c(sc4n23)CCCC5)cc1 | 92 | 65 | 120 | 57 | 98 | 87 | 122 | 49
13 | Nc1[nH]c(=O)nc2oc(-c3ccccc3)c(-c3ccccc3)c12 | 93 | 91 | 88 | 99 | 100 | 78 | 109 | 94
14 | O/N=C1\c2ccccc2-c2ccc(F)cc21 | / | 94 | 86 | 102 | / | 89 | 97 | 85
15 | O=C(O)CCOc1ccc(Cl)cc1 | 112 | 110 | 109 | 102 | 102 | 86 | 102 | 109
16 | COc1cc(-c2nc3ccccc3[nH]2)ccc1OCC(=O)N=Nc1c(O)[nH]c2ccc(Cl)cc12 | -98* | -26* | -93* | -70* | -38* | -73* | -13* | -53*
17 | CC(C)C(=O)Nc1cccnc1 | 98 | 103 | 105 | 114 | 108 | 89 | 113 | 107
18 | O=C1C(Cl)=C(Nc2ccc3c(c2NC2=C(Cl)C(=O)c4ccccc4C2=O)C(=O)c2ccccc2C3=O)C(=O)c2ccccc21 | -2.1* | 3.3* | -12* | 22 | -84* | 11 | 90 | 6.1*
19 | CC1(C)CC[C@]2(C(=O)O)CC[C@]3(C)C(=CCC4[C@@]5(C)C[C@@H](O)[C@@H]6OC(c7ccc([N+](=O)[O-])cc7)OC[C@@]6(C)C5CC[C@]43C)C2C1 (stereo partly specified) | 107 | 102 | 104 | 90 | 100 | 84 | 104 | 98
20 | Oc1ccc(Br)cc1C=Nc1n[nH]c(Nc2ccccc2)c1-c1nc2ccccc2s1 | 101 | 98 | 106 | 102 | 112 | 96 | 101 | 83
21 | C[C@]1(COc2ccc(N3CCC(Oc4ccc(OC(F)(F)F)cc4)CC3)cc2)Cn2cc([N+](=O)[O-])nc2O1 | 98 | 105 | 97 | 96 | 108 | 74 | 98 | 102
22 | COC(=O)Cc1ccccc1C(=O)OC | 107 | 98 | 107 | 108 | 119 | 98 | 104 | 116
23 | Cc1ccc(S(=O)(=O)/C(C#N)=C/n2ccc(=O)[nH]c2=S)cc1 | 111 | 114 | 115 | 99 | 104 | 93 | 109 | 108
24 | Cn1ccnc1C(=O)/C=C/c1ccc(CNC(=O)c2ccc(Cl)cc2)cc1 | 17 | 11 | 38 | 25 | 10 | 20 | 43 | 12
25 | CCN(CC)c1ccc(/C=C/C(=O)c2cccc(NS(C)(=O)=O)c2)cc1 | 48 | 64 | 42 | / | 50 | / | 51 | 9.3*
26 | Cn1cc(-c2nc(-c3cccnc3)cs2)c2cc(Br)ccc21 | 106 | 89 | 99 | 94 | 83 | / | 77 | 95
27 | COc1cc(Cn2c(SCC(N)=O)nc3ccccc3c2=O)cc(OC)c1OC | / | 98 | 97 | 99 | 105 | 88 | 104 | 104
28 | CCN(CC)c1cn(-c2ccc(S(N)(=O)=O)cc2)nn1 | 110 | 105 | 101 | 102 | 105 | 101 | 113 | 113
29 | Cc1ccc(C=O)s1 | 119 | 96 | 116 | 98 | 115 | 87 | 112 | 107
30 | C#CCOc1cc(-c2nc3sccn3c2-c2ccnc(S(C)=O)n2)ccc1F (stereo unspecified) | 107 | 102 | 100 | 100 | 102 | 105 | 129 | 93
31 | C=CCN(C(=O)OCC)c1ccccc1 | 93 | 98 | / | 102 | 106 | 96 | 111 | 97
32 | O=C(Cc1ccc(/C=C/C(=O)c2ncc[nH]2)cc1)Nc1ccc(Cl)cc1 | -4.9* | 42 | 37 | -6.6* | 18 | 39 | 64 | 28
33 | CC1=CC(=O)/C(=C/N2C(=S)NC(=O)/C2=C/c2cccc([N+](=O)[O-])c2)C(=O)O1 | 107 | 102 | 97 | 97 | 110 | 107 | 100 | 105
34 | CSc1nc(N(C)C)c2[nH]c(Cl)nc2n1 | 108 | 102 | 91 | 103 | 109 | 87 | 100 | 103
35 | O=c1nc2sc3ccc(Br)cc3cc-2s1 | 92 | 101 | 102 | 98 | 107 | 93 | / | 101
36 | O=C(COc1ccc(Cl)cc1Cl)OCCCOc1ccc(Cl)cc1Cl | 107 | 101 | 96 | 109 | 106 | 101 | 100 | 106
37 | O=C(Nc1ncc(Cc2cc(C(F)(F)F)ccc2Cl)s1)C1=NCCCN1 | 103 | 98 | 96 | 101 | 96 | 95 | 99 | 92
38 | CC(N1CN2C[C@H](C)N3CN(C(C)C45CC6CC(CC(C6)C4)C5)CN4C[C@@H](C)N(C1)C2C43)C12CC3CC(CC(C3)C1)C2 (stereo partly specified) | 112 | 102 | 105 | 101 | 112 | 101 | 105 | 107
39 | O=[N+]([O-])c1ccc2[nH]c(=S)n(/C=C(/c3ccc(Cl)cc3Cl)S(=O)(=O)Cc3ccc(Cl)cc3Cl)c2c1 | 117 | 108 | 96 | 94 | 102 | 95 | 99 | 104
40 | CC1=NNC(=O)C1C (stereo unspecified) | 109 | 122 | 128 | 83 | 104 | 108 | 101 | 106
41 | CCNC(=O)Oc1ccc(/C(=C(/C)Cc2ccc(OC)cc2)c2ccc(OCCN(CC)CC)cc2)cc1 | 51 | 90 | 69 | 75 | 77 | 57 | 89 | 75
42 | COC(=O)[C@@H](Cc1ccccc1)NC(=O)[C@H](CCSC)NC(=O)[C@@H]1CCCN1C(=O)CNC(=O)[C@H](C)NC(=O)OCc1ccccc1 | 119 | 109 | 98 | 104 | 107 | 98 | 104 | 111
43 | O=C(N/N=C/c1ccccc1Cl)c1cccc2ccccc12 | 110 | 104 | 103 | 82 | 115 | 100 | 99 | 106
44 | CC(C)(C)NC(=O)N/C(N)=N/c1nc2ccccc2s1 | 91 | 102 | 77 | 80 | 91 | 78 | 83 | 96
45 | NCCC[C@H](N)C[C@H]1O[C@@H](n2cnc3c(N)ncnc32)[C@H](O)[C@@H]1O | 108 | 94 | 107 | 107 | 109 | 102 | 116 | 105
46 | NNC(=O)CSc1nc2sc3c(c2c(=O)n1-c1ccc(Cl)cc1)CCCC3 | 113 | 104 | 107 | 104 | 111 | 92 | 109 | 104
47 | Cn1c(=O)c2[nH]c(SCc3cccnc3)nc2n(C)c1=S | 107 | 100 | 107 | 107 | 105 | 92 | 95 | 115
48 | O=C1NC(=S)NC(=O)C1=Cc1cc(-c2ccc(Cl)cc2)n(-c2ccccc2)n1 | 77 | 98 | 91 | 88 | 79 | 84 | 102 | 77
49 | COc1cc2c(cc1OC)C(Sc1ccc(F)cc1)c1c(nc(N)c(C#N)c1N)O2 (stereo unspecified) | -59* | -88* | -66* | -15* | -93* | -84* | -22* | -86*
50 | O=C(Nc1ccc([N+](=O)[O-])cc1)c1ccc(C(=O)Nc2ccc([N+](=O)[O-])cc2)cc1 | 128 | 106 | 95 | 99 | 132 | 89 | 112 | 115
51 | COc1cc(/C=N/n2cnc3oc(-c4ccccc4)cc3c2=N)cc(CN2CCCC2)c1O | 104 | 99 | -50* | -22* | 7.7* | -69* | 94 | -63*
52 | Cc1cc(=O)oc2cc(OCCCCOc3ccc(/C=C/C(=O)Nc4ccc(Br)cc4)cc3)ccc12 | 89 | 103 | 51 | 63 | 78 | 103 | 104 | 89
53 | NCCCOc1cc(Cl)ccc1NC(=O)c1cc2ccccc2cc1OCCCN | -87* | -72* | -71* | -73* | -90* | -76* | -42* | -43*
54 | c1ccc(CSc2ncnc3n[nH]nc23)cc1 | 102 | 106 | 113 | 104 | 108 | 99 | 99 | 108
55 | O=C1CC2C=CCN2C=C1NC(=O)c1ccccc1 (stereo unspecified) | 105 | 97 | 109 | 114 | 103 | 100 | 113 | 106
56 | CCOC(=O)CC(c1ccccc1)N1CCCCC1 (stereo unspecified) | 114 | 108 | 118 | 106 | 111 | 105 | 118 | 122
57 | OC[C@@H](O)[C@@H](O)[C@H](O)[C@@H](O)CO | 130 | 106 | 115 | 97 | 123 | 99 | 112 | 125
58 | CC1C2=C(Nc3ccccc3N1C(=O)C1CCC1)C(C)(C)N(C)C2=O (stereo unspecified) | 102 | 106 | 98 | 107 | 109 | 100 | 97 | 104
59 | COc1cc(-c2c3sc(=O)[nH]c3nc3c2c(=O)[nH]n3C(C)C)cc2c1OCO2 | 114 | 97 | 86 | 108 | 119 | 117 | 114 | 101
60 | Cc1ccc(C(=O)Nc2ccccc2C(=O)N/N=C(\c2ccccc2)c2ccccn2)cc1 | 23 | 43 | 9.9* | 20 | 23 | 33 | 8.3* | 24

# Given with one line to a screen: 6 of the compounds above
[53] NCCCOc1cc(Cl)ccc1NC(=O)c1cc2ccccc2cc1OCCCN
[57] OC[C@@H](O)[C@@H](O)[C@H](O)[C@@H](O)CO
[41] CCNC(=O)Oc1ccc(/C(=C(/C)Cc2ccc(OC)cc2)c2ccc(OCCN(CC)CC)cc2)cc1
[51] COc1cc(/C=N/n2cnc3oc(-c4ccccc4)cc3c2=N)cc(CN2CCCC2)c1O
[45] NCCC[C@H](N)C[C@H]1O[C@@H](n2cnc3c(N)ncnc32)[C@H](O)[C@@H]1O
[47] Cn1c(=O)c2[nH]c(SCc3cccnc3)nc2n(C)c1=S
entry no.	53	57	41	51	45	47
OVCAR-3	-87*	130	51	104	108	107
OVCAR-5	-72*	106	90	99	94	100
OVCAR-4	-71*	115	69	-50*	107	107
OVCAR-8	-73*	97	75	-22*	107	107
DU-145	-90*	123	77	7.7*	109	105
PC-3	-76*	99	57	-69*	102	92
SK-OV-3	-42*	112	89	94	116	95
IGROV1	-43*	125	75	-63*	105	115

# Next part
no. | compound | OVCAR-3 | OVCAR-5 | OVCAR-4 | OVCAR-8 | DU-145 | PC-3 | SK-OV-3 | IGROV1
61 | O=c1[nH]c(NCCS(=O)(=O)O)nc2sc3c(c12)CCCC3 | 105 | 98 | 97 | 91 | 108 | 90 | 89 | 105
62 | COc1cc(Nc2ccnc3ccc(Br)cc23)cc(OC)c1OC | 30 | 52 | 62 | 37 | 59 | 27 | 37 | 38
63 | N#Cc1c(N2CCOCC2)nc2sc3cccc(Cl)c3n2c1=N | 108 | 114 | / | 99 | 115 | 88 | / | 88
64 | FC(F)(F)Sc1ccc(/C=C/c2cc(/C=C/c3ccc(SC(F)(F)F)cc3)n(-c3ccccc3)n2)cc1 | 96 | 110 | 92 | 95 | 108 | 84 | 88 | 100
65 | CCOC(=O)C1C(=O)OC2CCCCC21 (stereo unspecified) | 126 | 117 | 102 | 100 | / | 107 | 109 | 103
66 | CN1C(=O)/C(=C/c2ccc(C(=O)Nc3nccs3)cc2)SC1=S | 108 | 102 | 101 | 94 | 105 | 92 | 96 | 102
67 | COc1ccc2[nH]cc(C3(c4c[nH]c5ccc(OC)cc45)C(=O)Nc4ccccc43)c2c1 | 98 | 95 | 109 | 101 | 105 | 69 | 103 | 90
68 | Cc1ccc(NC(=O)c2c(C)oc3ccc(O)c(CN4CCCCCC4)c23)cc1 | 101 | 96 | 82 | 90 | 103 | 80 | 100 | 81
69 | CC1(O)c2ccccc2N2C(=O)NC(=O)C23C=CC1O3 (stereo unspecified) | 106 | 103 | 104 | 109 | 111 | 99 | 91 | 99
70 | COc1ccc(C/C(C)=C(\c2ccc(OCCCN(C)C)cc2)c2ccc(OC(=O)C3CCCCC3)cc2)cc1 | 106 | 100 | 115 | 98 | 106 | 87 | 108 | 100
71 | C/C(=N/NC(=O)c1cc2ccccc2oc1=N)c1ccc([N+](=O)[O-])cc1 | 108 | 102 | 99 | 126 | 104 | 105 | 94 | 102

# Entries of single compounds as entered above:
# C/C(=N/NC(=O)c1cc2ccccc2oc1=N)c1ccc([N+](=O)[O-])cc1 across the screens: OVCAR-3 = 108; OVCAR-5 = 102; OVCAR-4 = 99; OVCAR-8 = 126; DU-145 = 104; PC-3 = 105; SK-OV-3 = 94; IGROV1 = 102
# FC(F)(F)Sc1ccc(/C=C/c2cc(/C=C/c3ccc(SC(F)(F)F)cc3)n(-c3ccccc3)n2)cc1 across the screens: OVCAR-3 = 96; OVCAR-5 = 110; OVCAR-4 = 92; OVCAR-8 = 95; DU-145 = 108; PC-3 = 84; SK-OV-3 = 88; IGROV1 = 100
